Screens: PubChem, Sanford-Burnham Center for Chemical Genomics
KOR beta-arrestin-1 – KOR agonists, beta-arrestin recruitment, primary screen, cell-based, luminescence, uHTS (AID 1777). KOR beta-arrestin recruitment, luminescence; higher % means a stronger effect. activation, % at 10 µM; hits with a dose series show EC50 in µM. actives 0.02% (n = 280,000); in the data active = activation above about 50%, passing the limit was not always enough; note: a part of the inactive calls stands beside numbers as strong as those of hits
AID2073 – disruptors of CaV2.2 binding to Mint1 – biochemical, HTRF (AID 2073) | HTRF protein-protein interaction, Mint1-CaV2.2; higher % means a stronger effect | one-dose inhibition, % at 20 µM; IC50 in µM for titrated hits | actives 0.19% (n = 290,000); in the data active = inhibition mostly above about 51%, no sharp cut-off; note: some results filed as inactive read as strong as hits
GPR35 arrestin U2OS – inhibition of zaprinast-stimulated GPR35 beta-arrestin translocation – imaging, U2OS, beta-arrestin-GFP, zaprinast agonist, primary screen (AID 2058). U2OS GPR35 beta-arrestin-GFP translocation imaging, zaprinast antagonism; higher % means a stronger effect. one-dose inhibition, % at 10 µM; IC50 in µM for titrated hits. actives 0.052% (n = 290,000);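 active = inhibition of at least 50% with at least 30 cells and total cytoplasm GFP at most 10,000,000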
NOD1 inhibition – NOD1 signaling inhibitors, primary screen, cell-based, luminescence, uHTS (AID 1578) | one-dose inhibition, % at 4 µM; EC50 in µM for titrated hits | actives 1% (n = 290,000) | NOD1-driven NF-kB luciferase reporter cells, luminescence; higher % means a stronger effect; in the data active = inhibition mostly above about 36%, no sharp cut-off; inactive = mostly below about 34%;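 note: HEK-293T reporter cells stimulated with the NOD1 agonist gamma-tri-DAP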
GPR55 beta-arrestin – selective activators of receptor GPR55 – imaging, U2OS cells, beta-arrestin-GFP redistribution, primary screen (AID 1961) | actives 0.048% (n = 290,000) | one-dose activation, % at 10 µM; EC50 in µM for titrated hits | U2OS GPR55 beta-arrestin-GFP redistribution imaging; higher % means a stronger effect;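 active = activation above 40% with more than 50 cells counted in the well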;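 note: U2OS osteosarcoma cells stably expressing GPR55 and beta-arrestin-GFP; plate controls were DMSO negative control for no effect and LPI positive control for full effect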
GPR55 LPI antagonism – GPR55 antagonists blocking LPI-driven arrestin recruitment, primary screen, imaging, U2OS, beta-arrestin-GFP, LPI agonist (AID 2013). U2OS GPR55 beta-arrestin-GFP translocation imaging, LPI antagonism; higher % means a stronger effect. one-dose inhibition, % at 10 µM; IC50 in µM for titrated hits. actives 0.13% (n = 290,000);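 active = spots per cell inhibited over 60%, with over 100 cells counted and total cytoplasm intensity under 500,000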;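 note: U2OS cells stably carrying GPR55 and arrestin-GFP stimulated by 5 µM LPI near EC80; imaged beta-arrestin-GFP aggregate spots per cell after agonist stimulation; plate controls were LPI-stimulated DMSO wells for no effect and DMSO wells without LPI for full effect; some results filed as inactive read as strong as hits; confirmed hits need IC50 under 10 µM and bright autofluorescent wells are also inconclusive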
Siah-1 displacement – Siah-1 peptide-binding antagonists, primary screen, biochemical, fluorescence polarization, rhodamine-plectin, uHTS (AID 1817); Siah-1 / rhodamine-plectin peptide fluorescence polarization; higher % means a stronger effect; one-dose displacement, % at 20 µM; IC50 in µM for titrated hits; actives 0.02% (n = 290,000);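 active = displacement of at least 50% at 20 µM, with a fluorescence ratio check between 0.3 and a set limit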;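 note: plate controls were Siah plus tracer with DMSO for no effect and tracer alone without Siah for full effect; strong numbers were not always called active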
KOR beta-arrestin-2 – KOR antagonists, beta-arrestin recruitment, cell-based, luminescence, uHTS (AID 1778); actives 0.091% (n = 290,000); KOR beta-arrestin recruitment, luminescence, antagonist mode; higher % means a stronger effect; inhibition, % at 10 µM, or IC50 in µM where a hit was titrated; in the data active = inhibition above about 50%; note: strong numbers were not always called active
HIV peptide binding – inhibitors of HIV fusion peptide binding, primary screen, biochemical, uHTS, fluorescence dequenching (AID 1986); cell-free peptide binding, fluorescence dequenching, 30 min; higher % means a stronger effect; one-dose inhibition, % at 20 µM; IC50 in µM for titrated hits; actives 0.3% (n = 290,000); in the data active = inhibition mostly above about 52%, no sharp cut-off; inactive = mostly below about 76%; note: some results filed as inactive read as strong as hits
An asterisk follows results filed as active; / = not tested or not shown; [ ] = remark or other dose.

SMILES	KOR beta-arrestin-1	AID2073	GPR35 arrestin U2OS	NOD1 inhibition	GPR55 beta-arrestin	GPR55 LPI antagonism	Siah-1 displacement	KOR beta-arrestin-2	HIV peptide binding
CC(Sc1ncnc2sc(-c3ccccc3)cc12)C(N)=O (configuration not stated)	6.4%	6%	4%	-40%	0.0%	-3%	3%	-8%	0.5%
COc1ccc(CC(=O)Nc2nc(C(C)(C)C)cs2)cc1	-3.5%	31%	12%	28%	-0.2%	38%	-6%	-11%	-2.4%
Cc1ccccc1NC(=O)C(=O)Nc1ccccc1C	3.5%	-2%	1%	-1%	1.1%	8%	0%	-13%	3.0%
COc1cccc(S(=O)(=O)NCC(=O)N2CCCCCC2)c1	3.3%	2%	14%	-33%	-0.1%	-24%	9%	-18%[20 µM]	1.0%
CCOC(=O)c1cnc(SCC(=O)N2CCC(C(N)=O)CC2)nc1N	0.6%	-23%	6%	-10%	0.2%	2%	-2%	-3%[20 µM]	0.9%
O=C(NCCOc1ccccc1)C(c1ccccc1)c1ccccc1	5.2%	-3%	-9%	/	0.2%	3%	1%	-16%	-1.3%
Cc1[nH]c(C)c(S(=O)(=O)NCc2ccccc2Cl)c1C(=O)N1CCCC1	-0.1%	-7%	12%	-25%	0.2%	-4%	-2%	-12%	-0.6%
CC(C)(C)c1cc(N)on1	1.2%	-8%	9%	-24%	0.4%	1%	9%	-9%	-2.1%
CCCCn1c(N)c(N(Cc2ccccc2OC)C(=O)CCC(C)C)c(=O)[nH]c1=O	-1.3%	-9%	13%	-22%	0.0%	4%	4%	5%	0.1%
CCN(CCCNC(=O)CC(C(=O)N1CCc2ccccc21)n1ccnc1)c1cccc(C)c1 (configuration not stated)	6.2%	-8%	8%	-21%	-0.2%	-20%	-1%	-22%	3.4%
O=[N+]([O-])c1ccc(Cl)c(CN2CCN(c3ncccn3)CC2)c1	1.2%	10%	-15%	-27%	-0.2%	6%	11%	-19%[20 µM]	-0.6%
O=c1c2nnn(Cc3ccccc3)c2ncn1-c1ccccc1	-1.1%	-6%	-6%	-21%	-0.3%	1%	2%	2%	-1.5%
COc1ccc(Br)cc1C(=O)O	9.0%	-6%	-8%	-27%	0.2%	2%	-2%	-21%	14%
CCOC(=O)c1cnc(SC)nc1N1CCCC1	-3.1%	-2%	-7%	-19%	-0.1%	-18%	-3%	-42%[20 µM]	-0.3%
COc1ccc(C(=O)NCC(=O)OCn2nnc3ccccc3c2=O)cc1OC	3.0%	4%	-14%	-23%	0.1%	-15%	4%	-22%	-1.3%
CCCn1c(=O)c2c(c3ccccc31)OC(C)C(=O)N2 (configuration not stated)	1.6%	6%	-7%	-30%	-0.1%	-9%	-1%	-31%	3.1%
COc1cc(CC(=O)NC(c2ccccc2)c2ccccc2)cc(OC)c1OC	-4.5%	3%	12%	35%	-0.1%	-2%	-2%	21%	2.1%
CC1CC(C)CN(CCCNC(=O)C2CCCN(c3ncnc4c3nc3n4CCCCC3)C2)C1 (configuration not stated)	0.8%	-4%	5%	-22%	0.1%	7%	-1%	18%	0.0%
Fc1ccccc1-c1n[nH]c(=S)n1CC1CCCO1 (configuration not stated)	/	18%	-5%	-25%	0.3%	2%	-2%	-27%[20 µM]	2.3%
COc1ccc(NC(=O)C2CCCCN2N)cc1OC (configuration not stated)	1.9%	-11%	-4%	-28%	-0.1%	6%	18%	-28%	0.5%
Cc1cccc(N2CCN(CC3CCCCC3)CC2)c1C	0.9%	8%	0%	-40%	-0.3%	12%	-2%	-37%[20 µM]	0.5%
NC(=O)COc1ccccc1C1=NO[C@@](CC(=O)O)(C(=O)Nc2ccc3c(c2)OCCO3)C1	3.8%	-10%	-10%	-5%	0.0%	-3%	4%	10%	1.7%
COc1cc(/C=N\NC(=O)c2ccc(Cn3nc([N+](=O)[O-])c(Cl)c3C)o2)ccc1O	-0.5%	-9%	-7%	-36%	0.3%	11%	0%	12%	-2.4%
CCN1C(=O)/C(=C\N(C)C)NC1=S	-1.6%	-10%	-9%	-10%	0.2%	0%	-3%	-5%	0.3%
COC(=O)C1C(=O)c2c([nH]c(C(=O)OC3CCCCCC3)c2C)CC1C (configuration not stated)	38%	6%	-2%	-45%	-0.3%	-6%	2%	21%	2.3%

Sorted by the number under Siah-1 displacement (highest first): 4 from the list above.
SMILES	KOR beta-arrestin-1	AID2073	GPR35 arrestin U2OS	NOD1 inhibition	GPR55 beta-arrestin	GPR55 LPI antagonism	Siah-1 displacement	KOR beta-arrestin-2	HIV peptide binding
CC(C)(C)c1cc(N)on1	1.2%	-8%	9%	-24%	0.4%	1%	9%	-9%	-2.1%
COc1ccc(C(=O)NCC(=O)OCn2nnc3ccccc3c2=O)cc1OC	3.0%	4%	-14%	-23%	0.1%	-15%	4%	-22%	-1.3%
CC(Sc1ncnc2sc(-c3ccccc3)cc12)C(N)=O (configuration not stated)	6.4%	6%	4%	-40%	0.0%	-3%	3%	-8%	0.5%
CCN1C(=O)/C(=C\N(C)C)NC1=S	-1.6%	-10%	-9%	-10%	0.2%	0%	-3%	-5%	0.3%

The results go on.
SMILES	KOR beta-arrestin-1	AID2073	GPR35 arrestin U2OS	NOD1 inhibition	GPR55 beta-arrestin	GPR55 LPI antagonism	Siah-1 displacement	KOR beta-arrestin-2	HIV peptide binding
CC(CNC(=O)c1ccc(C#N)cc1)NC(=O)c1ccc(C#N)cc1 (configuration not stated)	1.7%	10%	-3%	-15%	-0.1%	6%	0%	-7%	1.0%
CCOc1ccc(-n2c(C)c(C(C)=O)c3cc(OCC(N)=O)ccc32)cc1	/	-2%	14%	24%	-0.1%	22%	12%	-5%[20 µM]	-2.5%
O=C(CSc1ccc2c(c1)OCCO2)NCc1ccco1	1.0%	-6%	-4%	7%	-0.3%	-4%	3%	-5%	-0.5%
O=C(NCc1cccs1)C(=O)c1c[nH]c2ccccc12	2.4%	-2%	-1%	-41%	0.6%	-2%	-3%	-15%	0.3%
COc1cc(/C(O)=C(\C#N)c2nc3ccccc3[nH]2)cc(OC)c1OC	-2.0%	15%	-2%	-12%	0.4%	5%	-6%	-2%[20 µM]	0.9%
COc1ccc(NC(=O)c2oc3cc(C)c(C)cc3c2C)c(OC)c1	0.6%	-8%	5%	-42%	0.2%	3%	-2%	4%	-0.5%
CCN1CCC[C@H]1CNC(=O)c1c(O)c(Cl)cc(Cl)c1OC	1.2%	-15%	-2%	-13%	-0.1%	-9%	3%	-11%	-1.2%
Cc1cccc(/C(N)=N/OC(=O)CCC2CCCCC2)c1	-2.1%	2%	-8%	-57%	0.9%	13%	8%	/	1.8%
CCN(CC(=O)Nc1ccccc1Br)C1CCCCC1	-2.0%	-4%	-6%	-38%	0.5%	14%	2%	15%	0.8%
O=C(NCc1ccccn1)C1CCCN(S(=O)(=O)c2ccc(Br)cc2)C1 (configuration not stated)	16%	11%	-13%	10%	-0.1%	-10%	3%	-94%	1.2%
Cc1ccc(/C=N/NC(=O)NN(C)c2ncc(C(F)(F)F)cc2Cl)cc1	0.0%	-5%	-1%	-23%	-0.2%	5%	4%	-5%	-1.2%
O=C(N/N=C/c1cc([N+](=O)[O-])ccc1O)NC12CC3CC(CC(C3)C1)C2	-0.1%	10%	-6%	39%	-0.3%	3%	21%	18%	6.3%
COc1cc2c(cc1OC)C(COc1ccc(F)cc1)N(C(C)=O)CC2 (configuration not stated)	3.0%	1%	-10%	-3%	-0.1%	-10%	1%	-10%	0.5%
O=C(NC1CCCc2ccccc21)c1cncc(Br)c1 (configuration not stated)	-3.6%	-1%	11%	21%	0.0%	-4%	5%	13%	-2.6%
Oc1ccc(N=Nc2ccc3c(c2)OCCO3)c(O)c1	-6.1%	8%	18%	-2%	-0.1%	12%	-3%	35%	-3.8%
COc1ccccc1OCC(=O)NCC(c1cccs1)N1CCOCC1 (configuration not stated)	8.8%	6%	6%	-20%	-0.1%	0%	2%	-26%	1.2%
CN(CCOC(=O)c1ccc2c(c1)OCCO2)Cc1ccccc1	0.9%	2%	-4%	-4%	-0.2%	1%	6%	22%	1.2%
O=C(NCCC1=CCCCC1)C1CCN(S(=O)(=O)c2cnc[nH]2)CC1	-1.2%	-3%	-9%	-29%	-0.1%	-6%	3%	18%	-2.1%
CCOc1ccccc1-n1c(SCC(=O)N2CCOCC2)nc2ccccc2c1=O	8.1%	-5%	-15%	-16%	0.0%	-10%	-1%	-26%	0.0%
CCCc1[nH]nc2c1C(c1cn[nH]c1-c1ccc(F)cc1)C(C#N)=C(N)O2 (configuration not stated)	2.0%	1%	1%	7%	-0.1%	1%	-3%	29%	0.1%
Cc1ccc2nc(N3C(=O)C(O)=C(C(=O)c4ccc(C)o4)C3c3cccc(O)c3)sc2c1 (configuration not stated)	6.8%	21%	6%	-40%	0.4%	-5%	-5%	-68%	61%
Cc1ccc(NC2=C/C(=N/S(=O)(=O)c3cccs3)c3ccccc3C2=O)cc1	-0.8%	-8%	0%	-7%	1.5%	16%	8%	-43%	1.9%
Cc1ccc(NC(=S)c2ccc(N(C)C)cc2)cc1	1.4%	-6%	12%	-108%	-0.2%	2%	2%	/	-1.8%
O=C(CN(Cc1cccs1)S(=O)(=O)c1ccc(S(=O)(=O)NC2CCCCC2)cc1)Nc1ccccc1	5.0%	-2%	-1%	-26%	-0.2%	18%	4%	-2%	-0.1%
CCCC(=O)N1c2ccccc2C(=C2SC(C(=O)OC)=C(C(=O)OC)S2)C(=S)C1(C)C	2.6%	-18%	8%	8%	0.0%	3%	-13%	-33%	0.9%
Cc1[nH]n(-c2ccccc2)c(=O)c1/C=N/O	3.1%	-1%	-4%	-1%	-0.1%	0%	3%	2%	-2.1%
COC(=O)/C=C/S(=O)(=O)c1ccc(NC(C)=O)cc1	2.4%	3%	5%	54%	-0.2%	-1%	2%	10%	20%

6 structures out of the list, sorted by SMILES length, descending.
SMILES	KOR beta-arrestin-1	AID2073	GPR35 arrestin U2OS	NOD1 inhibition	GPR55 beta-arrestin	GPR55 LPI antagonism	Siah-1 displacement	KOR beta-arrestin-2	HIV peptide binding
CCCc1[nH]nc2c1C(c1cn[nH]c1-c1ccc(F)cc1)C(C#N)=C(N)O2 (configuration not stated)	2.0%	1%	1%	7%	-0.1%	1%	-3%	29%	0.1%
CCOc1ccc(-n2c(C)c(C(C)=O)c3cc(OCC(N)=O)ccc32)cc1	/	-2%	14%	24%	-0.1%	22%	12%	-5%[20 µM]	-2.5%
COc1cc2c(cc1OC)C(COc1ccc(F)cc1)N(C(C)=O)CC2 (configuration not stated)	3.0%	1%	-10%	-3%	-0.1%	-10%	1%	-10%	0.5%
CCN1CCC[C@H]1CNC(=O)c1c(O)c(Cl)cc(Cl)c1OC	1.2%	-15%	-2%	-13%	-0.1%	-9%	3%	-11%	-1.2%
COc1ccccc1OCC(=O)NCC(c1cccs1)N1CCOCC1 (configuration not stated)	8.8%	6%	6%	-20%	-0.1%	0%	2%	-26%	1.2%
Cc1[nH]n(-c2ccccc2)c(=O)c1/C=N/O	3.1%	-1%	-4%	-1%	-0.1%	0%	3%	2%	-2.1%

Not all compounds are listed (hit frequency here may not be typical).
